High-throughput results as filed in PubChem.
PPARg SRC1 recr: agonists of human PPARgamma SRC-1 coactivator recruitment; PPARgamma-SRC-1 coactivator recruitment biochemical assay; 200,000 tested, 0.41% active; AID 631; P37231; activation, % at 8 µM; in the data active means activation above about 19%;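 further: 0% = DMSO and 100% = reference agonist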
Target sequence (P37231 whole entry, looked up): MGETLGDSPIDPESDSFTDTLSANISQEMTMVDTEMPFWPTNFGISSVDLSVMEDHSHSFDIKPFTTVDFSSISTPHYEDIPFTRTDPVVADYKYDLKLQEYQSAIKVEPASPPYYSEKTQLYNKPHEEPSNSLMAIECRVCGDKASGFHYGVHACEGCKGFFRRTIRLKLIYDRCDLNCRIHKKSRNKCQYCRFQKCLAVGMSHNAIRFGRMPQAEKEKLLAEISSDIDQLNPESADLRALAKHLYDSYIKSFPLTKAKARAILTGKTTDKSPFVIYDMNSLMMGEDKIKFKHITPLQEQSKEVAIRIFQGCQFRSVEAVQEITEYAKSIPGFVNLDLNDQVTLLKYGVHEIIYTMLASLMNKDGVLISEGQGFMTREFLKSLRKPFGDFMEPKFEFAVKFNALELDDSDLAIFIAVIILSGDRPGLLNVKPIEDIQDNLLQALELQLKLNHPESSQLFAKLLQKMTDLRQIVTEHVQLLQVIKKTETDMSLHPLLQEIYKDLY
PPARg SRC-3 ag: promotes SRC-3 coactivator recruitment by human PPARgamma; 200,000 tested, 0.26% active; activation, % at 8 µM; biochemical PPARgamma/SRC-3 coactivator recruitment assay; in the data active means activation above about 23%;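 further: 0% = DMSO and 100% = reference agonist; some compounds past the cut are filed as inactive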
TNAP inh hi DEA: inhibitors of human TNAP at high phosphate acceptor concentration; 200,000 tested, 0.03% active; purified TNAP, CDP-star luminescence, 1 M DEA; P05186; inhibition, % at 20 µM;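 active means over 50% inhibition of tissue-nonspecific alkaline phosphatase at 20 µM in the single-dose screen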;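 further: plate controls were DMSO wells for no effect and EDTA-quenched wells as full inhibition for full effect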
Target sequence (P05186 whole entry, looked up): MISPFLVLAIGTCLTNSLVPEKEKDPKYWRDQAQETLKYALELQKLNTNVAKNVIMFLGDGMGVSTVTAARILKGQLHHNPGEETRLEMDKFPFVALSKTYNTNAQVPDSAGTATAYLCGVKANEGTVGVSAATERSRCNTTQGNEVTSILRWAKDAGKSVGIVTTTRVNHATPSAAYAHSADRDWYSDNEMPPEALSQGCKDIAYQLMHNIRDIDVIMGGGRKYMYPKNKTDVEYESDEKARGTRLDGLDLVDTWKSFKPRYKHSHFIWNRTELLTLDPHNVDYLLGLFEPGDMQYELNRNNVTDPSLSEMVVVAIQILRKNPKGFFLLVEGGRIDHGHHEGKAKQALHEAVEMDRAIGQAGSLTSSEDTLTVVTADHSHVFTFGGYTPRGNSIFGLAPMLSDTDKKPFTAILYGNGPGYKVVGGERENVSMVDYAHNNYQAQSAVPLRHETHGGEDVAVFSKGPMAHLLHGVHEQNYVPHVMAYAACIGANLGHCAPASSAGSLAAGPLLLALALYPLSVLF
Efa HMGR inh: E. faecalis class II HMG-CoA reductase inhibition; purified E. faecalis HMGR, NADPH absorbance 340 nm kinetic; inhibition, % at 10 µM; 190,000 tested, 0.41% active; AID 1066;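 active means inhibition above a set limit, the median over all tested compounds plus 3 SD, cut at about 9.5% in these data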;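 further: enzyme runs in reverse so mevalonate oxidation gives rising NADPH absorbance; 0% = complete reaction with DMSO and 100% = background rate lacking mevalonate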
bIAP inhibitor: blocks bovine intestinal alkaline phosphatase activity. AID 1019. 190,000 tested, under 10 active. purified bovine IAP, CDP-star luminescence, 30 min. inhibition, % at 20 µM;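 active means over 50% inhibition of intestinal alkaline phosphatase at 20 µM in the single-dose screen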
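System: purified bovine intestinal alkaline phosphatase (IAP) enzyme; Input: IAP diluted 1/65,000,000 in the well; Measured by: CDP-star luminescence signal; Compound dosing: 20 µM single dose; Incubation: 30 min reaction at room temperature.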
TNAP act hiacc: increases human TNAP activity under high phosphate acceptor concentration | P05186 | purified TNAP, CDP-star luminescence, 1 M DEA, 30 min; active compounds read high; 0 = EDTA background, 1 = DMSO-only activity | activation factor at 20 µM | 200,000 tested, under 10 active | AID 1136;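 active means activation factor at least 2 at 20 µM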
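Assay system: human TNAP; Input: enzyme diluted 1/800 final; Reagent: CDP-star luminogenic substrate at 100 µM final; Timing: 30 min, room temperature; Signal: luminescence; Evaluation: TNAP activation factor scaled between EDTA and DMSO control wells.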
TNAP inh noacc: blocks human TNAP activity with no phosphate acceptor present | P05186 | inhibition, % at 20 µM | purified TNAP, CDP-star luminescence, 30 min | 200,000 tested, 0.26% active;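 active means tissue-nonspecific alkaline phosphatase inhibition above about 50% at 20 µM in the single-dose screen, limit read from the data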;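 further: 0% = DMSO negative control and 100% = EDTA positive control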
bIAP activator: increases bovine intestinal alkaline phosphatase activity; purified bovine IAP, CDP-star luminescence, 30 min; active compounds read high; fold of DMSO-control signal, blank-subtracted; activation factor at 20 µM; 200,000 tested, 0.17% active; AID 1016;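 active means activation factor of 2 or more at 20 µM, a signal rise over negative controls twice the positive control's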
SRC2 TRFRET art: counter-screen for PPARgamma SRC-2 recruitment agonists: TR-FRET artefact. AID 1049. TR-FRET ratio at 8 µM. 200,000 tested, 0.4% active. active compounds read high; in the data active means TR-FRET ratio above about 2000; further: inactives centre near 1500
PPARg SRC2 recr: agonists of SRC-2 recruitment by human PPARgamma; PPARgamma LBD-SRC-2 recruitment, biochemical; 200,000 tested, 0.34% active; AID 1032; activation, % at 8 µM; P37231; in the data active means activation above about 22%;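 further: 0% = vehicle and 100% = reference agonist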
The depositor's hits bear a star; x = no result given.

1. CCOc1ccc(C(=O)Nc2ccccc2-c2ccccc2)cc1Cl
2. CCOC(=O)C1=C(CC)Nc2ccccc2N=C1NC(=O)CCNC(C)=O
3. NC(=O)c1ccc(Br)c(S(=O)(=O)N2CCCCC2)c1
4. CCOC(=O)N1CCN(S(=O)(=O)c2c(C)[nH]c(=O)[nH]c2=O)CC1
5. CCn1c(SCC(=O)O)nnc1C1CCCCC1
6. O=C(CCC(=O)c1ccc(F)cc1)Nc1cc(Cl)cc(Cl)c1
7. COc1cc(-c2csc(C)n2)ccc1O
8. O=C(CN1CCCc2ccccc21)NCc1ccc2c(c1)OCO2
compound no.	1	2	3	4	5	6	7	8
PPARg SRC1 recr	6	-10	2	-1	2	4	5	1
PPARg SRC-3 ag	2	5	4	6	29*	-4	6	-1
TNAP inh hi DEA	-6	-5	0	0	-7	-3	-4	-10
Efa HMGR inh	4	0	2	1	-2	2	-4	0
bIAP inhibitor	-1	-25	8	7	13	1	7	2
TNAP act hiacc	1.1	1	1	1	1.1	1	1	1.1
TNAP inh noacc	-10	2	-5	-3	-7	-10	-11	-18
bIAP activator	1	1.2	0.9	0.9	0.9	1	0.9	1
SRC2 TRFRET art	1526	1593	1498	1470	1346	1482	1742	1533
PPARg SRC2 recr	3	10	3	2	4	2	9	0

9. CC(C)NC(=O)Cn1c(SCC(=O)N2CCCc3ccccc32)nc2ccccc21
10. O=C1CC(c2ccccc2)=NN1c1ccc([N+](=O)[O-])cc1
11. C/C=N\NC(=O)CNC(=O)CNC(=O)c1ccccc1
12. CCc1cc2c(=O)[nH]c(Cc3ccccc3)nc2s1
13. CC(O)CNCc1ccc(-c2ccccc2)cc1 (centres undefined)
14. CC(C)(C)c1ccc(/C=N/NC(=S)NC2CCCCC2)cc1
15. C=CCN(CC=C)c1nc2ccccc2nc1C(C#N)C(=O)OCCOC (centres undefined)
16. CC(=O)c1cccc(NC(=O)CN(c2ccc(C)cc2)S(=O)(=O)c2cccc3nonc23)c1
compound no.	9	10	11	12	13	14	15	16
PPARg SRC1 recr	4	12	11	1	-8	3	4	6
PPARg SRC-3 ag	-1	4	-1	0	6	0	5	-8
TNAP inh hi DEA	-4	3	-1	-9	-5	-4	-6	-1
Efa HMGR inh	0	-1	-4	-3	-1	0	0	1
bIAP inhibitor	-3	4	-5	5	13	-9	14	6
TNAP act hiacc	1	1	1	1.1	1.1	1	1.1	1
TNAP inh noacc	-10	0	-7	-15	-9	-8	-13	-5
bIAP activator	1	1	1.1	0.9	0.9	1.1	0.9	0.9
SRC2 TRFRET art	1622	1848	1643	1715	1430	1560	1613	1391
PPARg SRC2 recr	-3	7	-3	8	-9	3	4	-6

17. Cc1ccc(S(=O)(=O)NCCNC(=O)c2nonc2N)cc1
18. C=CCn1c(N)c(C(=O)N2CCOCC2)sc1=S
19. COC(=O)c1cnn2c3c(c(C)nc12)CCCC3
20. Cc1cc(C)nc(-n2ncc(C#N)c2N)n1
21. Cc1cccc2cc(C#N)c(SCC(=O)Nc3ccccc3N3CCOCC3)nc12
22. NC(=O)c1c(NC(=O)c2cnccn2)sc2c1CCCC2
23. Cc1c(Cl)cccc1NC(=O)[C@@H](NC(=O)c1ccccc1Cl)C(C)C
24. Cc1cc(Br)ccc1SCC(=O)OCC(=O)Nc1ncc(C(F)(F)F)cc1Cl
compound no.	17	18	19	20	21	22	23	24
PPARg SRC1 recr	0	-2	-5	3	1	0	0	3
PPARg SRC-3 ag	2	-6	1	0	-9	-2	4	1
TNAP inh hi DEA	-2	3	4	-7	-4	3	-3	-1
Efa HMGR inh	-3	1	-3	0	2	-2	-3	0
bIAP inhibitor	4	3	4	2	-10	-1	-10	23
TNAP act hiacc	1	1	1	1.1	1	1	1	1
TNAP inh noacc	-12	-5	-1	-11	-10	-17	-4	-1
bIAP activator	1	1	1	1	1.1	1	1.1	0.8
SRC2 TRFRET art	1487	1347	1357	1587	1468	1470	1608	1385
PPARg SRC2 recr	3	-5	-5	0	2	4	6	-4

4 entries out of the list, sorted by molecular weight, ascending.
19. COC(=O)c1cnn2c3c(c(C)nc12)CCCC3
17. Cc1ccc(S(=O)(=O)NCCNC(=O)c2nonc2N)cc1
23. Cc1c(Cl)cccc1NC(=O)[C@@H](NC(=O)c1ccccc1Cl)C(C)C
21. Cc1cccc2cc(C#N)c(SCC(=O)Nc3ccccc3N3CCOCC3)nc12
compound no.	19	17	23	21
PPARg SRC1 recr	-5	0	0	1
PPARg SRC-3 ag	1	2	4	-9
TNAP inh hi DEA	4	-2	-3	-4
Efa HMGR inh	-3	-3	-3	2
bIAP inhibitor	4	4	-10	-10
TNAP act hiacc	1	1	1	1
TNAP inh noacc	-1	-12	-4	-10
bIAP activator	1	1	1.1	1.1
SRC2 TRFRET art	1357	1487	1608	1468
PPARg SRC2 recr	-5	3	6	2

Going on with the list:
25. CC(=O)N(Cc1cccnc1)Cc1cc2ccc(C)cc2[nH]c1=O
26. CCOC(=O)c1cc(C)n(-c2c(C)n(C)n(-c3ccccc3)c2=O)c1C
27. O=C(CNC(=S)N(CCCN1CCOCC1)Cc1cccs1)NC1CC1
28. Cc1ccc(Cn2c(N3CCCCCC3)nc3c2c(=O)[nH]c(=O)n3C)cc1
29. CNC(=O)c1cc2c(=O)n3cc(C)ccc3nc2n(C(C)C)c1=N
30. COCCN(CCOC)C(=O)c1c[nH]c2ccc(S(=O)(=O)N(C)c3ccc(F)cc3)cc2c1=O
31. CC(C)(C)c1nnc(NC(=S)Nc2ccccc2)s1
32. O=C(CNC(=O)c1ccco1)OC(C(=O)c1ccccc1)c1ccccc1 (centres undefined)
compound no.	25	26	27	28	29	30	31	32
PPARg SRC1 recr	0	4	-2	-1	3	-3	-4	6
PPARg SRC-3 ag	-8	1	3	8	9	4	2	-2
TNAP inh hi DEA	-7	-3	-2	-3	-5	-7	-6	-4
Efa HMGR inh	-4	-1	-1	-3	-1	2	-2	-4
bIAP inhibitor	6	23	5	-4	-6	0	29	0
TNAP act hiacc	1.1	1	1	1	1.1	1.1	1.1	1
TNAP inh noacc	9	-10	-29	-6	-12	-14	-14	-10
bIAP activator	0.9	0.8	1	1	1.1	1	0.7	1
SRC2 TRFRET art	1392	1829	1417	1824	1530	1674	1540	1408
PPARg SRC2 recr	-1	10	3	0	6	1	2	8

33. CCc1nn(CC(=O)Nc2cc(C)ccc2C)c(=N)s1
34. O=C1CC(CCC(=O)NC2CC2)c2ccccc2N1 (centres undefined)
35. CCOC(=O)CSc1ncnc2c1cnn2-c1ccc(Cl)cc1
36. CCn1cnc2cc(NCc3cccc(OC)c3O)ccc21
37. Cc1nn(-c2ccccc2)c(N)c1C1(O)C(=O)N(C)c2ccccc21 (centres undefined)
38. O=C(Cn1nc(CNc2ccc(Cl)cc2)[n+]2c1CCCCC2)c1ccccc1
39. COc1ccc(-n2c(SCC(=O)NCC3CCCO3)nc3ccccc32)cc1 (centres undefined)
40. O=C(c1ccco1)N(CCCN1CCOCC1)c1nc(-c2ccc(F)cc2)cs1
compound no.	33	34	35	36	37	38	39	40
PPARg SRC1 recr	-3	1	0	-2	5	-5	3	1
PPARg SRC-3 ag	10	1	-6	0	0	3	0	4
TNAP inh hi DEA	-4	-1	-8	-2	0	-3	-4	-2
Efa HMGR inh	-9	-3	-3	-7	-1	-1	-6	-10
bIAP inhibitor	4	-6	12	-8	x	28	-10	-6
TNAP act hiacc	1	1	1.1	1	1	1	1	1
TNAP inh noacc	-12	-14	-15	8	-8	4	-7	-5
bIAP activator	1	1.1	0.9	1.1	0.5	0.7	1.1	1.1
SRC2 TRFRET art	1526	1677	1488	1606	1668	1364	1558	1556
PPARg SRC2 recr	4	11	8	6	-7	0	13	-1

41. CCOc1ccccc1/C=N/NC(=O)CSc1n[nH]c(=O)[nH]c1=O
42. Cc1cc(N2CCN(C)CC2)ccc1NC(=O)c1c2c(nc3ccccc13)CCN(Cc1ccccc1)C2
43. COc1ccc(NC(=O)c2cc(S(=O)(=O)N3CCCCC3)ccc2N2CCCCC2)cn1
44. COc1cc(NC(=O)c2cccc([N+](=O)[O-])c2)ccc1NC(=O)c1ccco1
45. CC(C)OCCCN1C(=O)c2[nH]nc(-c3ccccc3O)c2C1c1cccc(Cl)c1 (centres undefined)
46. COC(=O)c1ccccc1NC(=O)C(C)c1ccc([N+](=O)[O-])cc1 (centres undefined)
47. O=C(O)c1ccc(NS(=O)(=O)c2cccc3nsnc23)cc1
48. c1coc(CNc2ncnc3ccccc23)c1
compound no.	41	42	43	44	45	46	47	48
PPARg SRC1 recr	5	4	-1	4	3	-1	7	4
PPARg SRC-3 ag	1	6	2	3	-7	4	4	-10
TNAP inh hi DEA	-4	1	-9	-1	-2	0	2	-5
Efa HMGR inh	-1	5	-4	1	0	-9	4	-3
bIAP inhibitor	8	10	2	-1	5	14	1	3
TNAP act hiacc	1	1	1.1	1	1	1	1	1.1
TNAP inh noacc	-11	-5	-12	-11	-10	-22	-5	-14
bIAP activator	0.9	0.9	1	1	0.9	0.9	1	1
SRC2 TRFRET art	1647	1593	1680	1521	1653	1572	1699	1708
PPARg SRC2 recr	9	3	8	3	11	-6	10	10

49. CC(C)CCN(C(=S)NC(=O)C1CCCCC1)c1c(N)n(Cc2ccccc2)c(=O)[nH]c1=O
50. CC(C)(C)c1ccc(C(=O)NCCC(=O)NCc2ccco2)cc1
51. CN1CCN(c2nc3nonc3nc2N2CCN(C)CC2)CC1
52. C/C=C/c1ccc(OCCCn2cncn2)c(OC)c1
53. O=C(c1ccccc1)N1CCN(C(=S)NCCc2ccccc2)CC1
54. CC1CCC(C(=O)NC(C(=O)N2CCN(c3ccccn3)CC2)C(C)C)CC1 (centres undefined)
55. O=C(CSc1nccn1-c1ccc(F)cc1)NCc1ccc(F)cc1
56. Cc1ccc(NC(=O)CSc2nnc(Cc3ccccc3)o2)c(C)c1
compound no.	49	50	51	52	53	54	55	56
PPARg SRC1 recr	12	4	3	4	9	0	7	-1
PPARg SRC-3 ag	6	-2	4	8	-2	-10	0	4
TNAP inh hi DEA	-2	4	-6	-4	-3	-4	-4	-5
Efa HMGR inh	-6	x	-2	-1	5	-5	-2	-4
bIAP inhibitor	0	-22	12	3	2	-2	-8	-9
TNAP act hiacc	1	1	1.1	1	1	1	1	1
TNAP inh noacc	-5	-6	-5	-14	-6	-7	6	-37
bIAP activator	1	1.2	0.9	1	1	1	1.1	1.1
SRC2 TRFRET art	1712	1473	1508	1450	1454	1459	1653	1614
PPARg SRC2 recr	2	2	-7	2	-4	-4	1	3

57. O=C(CN1C2=NCCCN2c2ccccc21)c1cccc(Br)c1
58. Cc1cccc(N=C2NC(=O)/C(=C/c3cn(C)c4ccccc34)S2)c1
59. CSc1ccc(Cl)c(C(=O)Nc2ccc(N3CCOCC3)cc2)c1
60. O=S(=O)(NCCC(c1ccc(F)cc1)c1ccco1)c1ccccc1 (centres undefined)
61. O=C(Nc1ccc(SC(F)F)cc1)C12CCC(CC1)C2
compound no.	57	58	59	60	61
PPARg SRC1 recr	-3	-6	7	-4	3
PPARg SRC-3 ag	3	-7	1	0	-5
TNAP inh hi DEA	6	2	-1	6	-1
Efa HMGR inh	-3	-5	-5	1	0
bIAP inhibitor	25	11	-1	-23	22
TNAP act hiacc	0.9	1	1	0.9	1
TNAP inh noacc	6	-22	-12	-9	-17
bIAP activator	0.8	0.9	1	1.2	0.8
SRC2 TRFRET art	1603	1385	1638	1461	1287
PPARg SRC2 recr	-10	0	-4	-4	-5
